Tau fluor cs = Counterscreen qHTS for Inhibitors of Tau Fibril Formation, Fluorescence Polarization; 280,000 compounds, 0.93% hits; tau K18 P301L Alexa594 fluorescence, heparin fibrillization; AID 1463, 2008; Potency, µM (doses to about 57.7 µM), for the others: at the highest dose activity change, negative = decrease; note: % is set by controls: 0 for no effect and ±100 for the full control effect; nearly all actives have a fitted effect of over 55% in size
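Human tau K18 P301L (15 uM unlabeled, 0.24 uM Alexa 594-labeled) in 100 mM sodium acetate pH 7 with 20 uM heparin, 6 hr at 37 C. ThT 30 uM added, 1 hr ambient; Alexa 594 FP and total fluorescence read at 555/632 nm.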
GAA glycogen = qHTS Assay for Inhibitors and Activators of Human alpha-Glucosidase Cleavage of Glycogen; recombinant GAA, glycogen substrate, Amplex Red glucose oxidase fluorescence; Potency, µM (titrated, usually from 76.4 µM), for inactives: at the highest dose activity change, negative = inhibition, usual class: inhibitors; 300,000 compounds, 0.38% hits; Lysosomal alpha-glucosidase (Homo sapiens), P10253; AID 2100, 2009;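 note: 0% = full enzyme reaction and -100% = no-enzyme basal signal; the screen sought inhibitors and activators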
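Recombinant human alpha-glucosidase (4 nM final) hydrolysed bovine liver glycogen (30 ug) for 40 min at 37 C in pH 5.0 citrate/phosphate with 0.01% Tween-20. Released glucose detected by glucose oxidase/Amplex Red, Ex 573/Em 610 nm. Compounds up to 77 uM; AC50 from Hill fits.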
aGal spleen mod = qHTS Assay for Inhibitors and Activators of Human alpha-Galactosidase From Spleen Homogenate; Potency, µM (titrated, usually from 80 µM), for inactives: at the highest dose activity change, negative = inhibition, usual class: inhibitors; 240,000 compounds, 0.008% hits; human spleen homogenate, 4MU-alpha-Gal fluorescence, 40 min;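 note: 0% = enzyme with vehicle and -100% = no enzyme basal signal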
Target sequence (P06280 32-429 limits assumed): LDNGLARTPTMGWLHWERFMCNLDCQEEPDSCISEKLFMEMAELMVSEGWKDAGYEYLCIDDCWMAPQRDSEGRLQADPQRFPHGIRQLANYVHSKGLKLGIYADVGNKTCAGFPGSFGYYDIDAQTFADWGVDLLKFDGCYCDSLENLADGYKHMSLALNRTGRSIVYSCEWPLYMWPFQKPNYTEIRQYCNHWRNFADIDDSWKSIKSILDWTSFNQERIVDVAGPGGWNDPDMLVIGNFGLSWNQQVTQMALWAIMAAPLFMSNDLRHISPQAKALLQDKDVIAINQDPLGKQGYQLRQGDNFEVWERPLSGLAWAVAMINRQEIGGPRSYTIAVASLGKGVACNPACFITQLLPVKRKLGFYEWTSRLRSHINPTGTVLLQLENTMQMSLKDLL
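Human spleen homogenate (1 ug) as enzyme source, 4-methylumbelliferyl-alpha-D-galactopyranoside 1 mM final, citrate/phosphate pH 5.0 with 0.01% Tween-20. Compounds 40 min at 37C, NaOH/glycine stop; fluorescence Ex 365/Em 440, Hill-fit AC50.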
GAA inhib = qHTS Assay for Inhibitors of Human alpha-Glucosidase as a Potential Chaperone Treatment of Pompe Disease; Lysosomal alpha-glucosidase (Homo sapiens), P10253; purified human GAA, 4-MU-alpha-glucoside fluorescence; Potency, µM (top dose mostly 76.9 µM), for the others: at the top dose activity change, negative = inhibition, actives largely listed as inhibitors; 200,000 compounds, 0.005% hits; AID 1466, 2008;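 note: plate controls were uninhibited enzyme wells for no effect and no-enzyme background for full effect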
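AC50 values come from Hill fits of compound titrations (up to 77 uM) against 4 nM human enzyme. Substrate 4-methylumbelliferyl-alpha-D-pyranoside at 400 uM, pH 5.0 citrate buffer, 20 min room temperature; fluorescence Ex 365/Em 440 after alkaline stop.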
ALDH1A1 inh = qHTS Assay for Inhibitors of Aldehyde Dehydrogenase 1 (ALDH1A1). Potency, µM (highest dose often 75.3 µM), for inactives: top-dose activity, negative = inhibition, actives largely listed as inhibitors. AID 1030, 2008. Purified ALDH1A1, NADH fluorescence, propionaldehyde substrate. 220,000 compounds, 7.3% hits; active = well fitted inhibition curve with a large enough effect, not every such curve was filed as active; inconclusive = small, poorly fitted or top-dose-only effect, or another doubt; inactive = no such curve, though single readings can be large or run the other way;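 note: plate controls were no enzyme wells and a reference inhibitor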
Target sequence (P00352 whole entry, looked up): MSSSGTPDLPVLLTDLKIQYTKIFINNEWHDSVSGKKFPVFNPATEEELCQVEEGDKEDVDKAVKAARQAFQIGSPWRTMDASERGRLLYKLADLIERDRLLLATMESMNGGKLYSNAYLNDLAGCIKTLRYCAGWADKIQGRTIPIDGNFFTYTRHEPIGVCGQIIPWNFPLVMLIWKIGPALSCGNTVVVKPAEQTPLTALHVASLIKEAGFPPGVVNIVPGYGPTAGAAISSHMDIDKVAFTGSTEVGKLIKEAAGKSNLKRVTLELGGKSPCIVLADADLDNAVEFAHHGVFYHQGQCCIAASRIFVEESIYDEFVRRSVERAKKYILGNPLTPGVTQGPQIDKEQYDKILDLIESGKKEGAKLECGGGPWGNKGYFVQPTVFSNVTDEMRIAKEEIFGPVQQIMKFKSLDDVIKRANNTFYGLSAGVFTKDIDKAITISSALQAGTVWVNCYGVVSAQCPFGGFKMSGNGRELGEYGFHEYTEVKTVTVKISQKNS
Epigenetic derep = Quantitative High-Throughput Screen for Regulators of Epigenetic Control. murine LDR cells, GFP reporter derepression, 30 h. Potency, µM (titrated, usually from 53.9 µM), for the others: at the top dose GFP activation, usual class: activators. 280,000 compounds, 0.2% hits. AID 1865, 2009; note: % of control where 0% means no effect; nearly all actives have a fitted effect of over 60% in size
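Murine LDR cells bearing a silenced CMV-driven GFP reporter were exposed to compound for 30 h at 37 C. After PBS washes, GFP-positive cells (20-120 um objects) counted by laser-scanning microplate cytometry.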
aGlu spleen mod = qHTS Assay for Inhibitors and Activators of Human alpha-Glucosidase From Spleen Homogenate; Lysosomal alpha-glucosidase (Homo sapiens), P10253; human spleen homogenate, 4-MU-alpha-glucoside fluorescence; Potency, µM (doses to about 79.9 µM), inactives show top-dose activity change, negative = inhibition, most hits filed as inhibitors; 240,000 compounds, 0.006% hits;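 note: 0% = enzyme with vehicle and -100% = no enzyme basal signal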
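Compounds were titrated against alpha-glucosidase in spleen homogenate at pH 5.0, with 1 mM 4-methylumbelliferyl substrate for 40 min at 37 C. Reactions were quenched with pH 10 NaOH/glycine and fluorescence measured.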
NPSR antagonist = qHTS Assay for Antagonists of the Neuropeptide S Receptor: cAMP Signal Transduction. Q6W5P4. Potency, µM (series often up to 38.3 µM), for inactives: at the top dose activity change, negative = inhibition, usual class: inhibitors. AID 1461, 2008. 220,000 compounds, 1% hits. CHO-NPSR cells, cAMP TR-FRET, antagonist mode; note: % is set by controls: 0 for no effect and ±100 for the full control effect; nearly all actives have a fitted effect of over 50% in size; many of its hits are not listed in these tables
* = called active by the depositor; & = joins results of further samples; [ ] = dose if it differs, or a comment. Unless noted, calls come from the whole dose curve; as a rule, active = well fitted curve in the direction sought with a large enough effect; inconclusive = small, poorly fitted or top-dose-only effect, or another doubt; inactive = no such curve, though single readings can be large; an effect the other way counts as inactive or inconclusive. Potency is the fitted concentration of half-maximal effect. Only part of the results is shown, so the mix of outcomes need not match the whole.

Screening CC1NC(=O)N(C)C2NC(=O)N(C)C(c3ccccc3)C12 (stereo unspecified) returned Tau fluor cs -1%, GAA glycogen 2%, aGal spleen mod -4%, GAA inhib -1%, ALDH1A1 inh 8%, Epigenetic derep -1.4%, aGlu spleen mod -2% and NPSR antagonist 8%[46.1 µM].
Screening COCCn1c(SCc2nnc(-c3ccccc3)o2)nc2sc3c(c2c1=O)CCC3 returned Tau fluor cs -3%, GAA glycogen 7%, aGal spleen mod -3%, GAA inhib -8%, ALDH1A1 inh -8%, Epigenetic derep 2.5%, aGlu spleen mod 0% and NPSR antagonist inconclusive.
Screening Clc1ccc(-c2nnnn2-c2ccc(Cl)cc2)cc1 returned Tau fluor cs 3%, GAA glycogen 4%, aGal spleen mod -1%, Epigenetic derep 0.0%, aGlu spleen mod 4% and NPSR antagonist -12%.
For COC(=O)C1=C(N)Oc2cc(C)n(Cc3cccnc3)c(=O)c2C1c1cccc(OC)c1OC (stereo unspecified) the results were Tau fluor cs -14%, GAA glycogen 0%, aGal spleen mod 0%, GAA inhib 1%, ALDH1A1 inh 10%, Epigenetic derep -1.0%, aGlu spleen mod -4% and NPSR antagonist -3%[46.1 µM].
Cc1ccc(C(=O)COC(=O)CCCC(=O)Nc2cc(C(F)(F)F)ccc2Cl)cc1C was read as Tau fluor cs -16%&-3%, GAA glycogen -10%[76.3 µM], aGal spleen mod -2%, GAA inhib -6%, ALDH1A1 inh 6%, Epigenetic derep 0.6%&0.0%, aGlu spleen mod 2% and NPSR antagonist 8%.
O=C(Nc1sc2c(c1C(=O)c1ccc(Cl)cc1)CCCC2)c1cccnc1 was read as Tau fluor cs inconclusive, GAA glycogen -18%, aGal spleen mod 9%, GAA inhib -21%, ALDH1A1 inh 20µM*, Epigenetic derep 2.5%, aGlu spleen mod -2% and NPSR antagonist -15%[46.1 µM].
`O=C(CSc1nnc(COc2cccc3cccnc23)o1)N1CCCC1` gave Tau fluor cs -3%, GAA glycogen 20%, aGal spleen mod 2%, GAA inhib 10%, ALDH1A1 inh 4%, Epigenetic derep -5.0%, aGlu spleen mod 0% and NPSR antagonist 0%.
CCC(=O)OC1(C)C(=O)C=C2C=C(CCCC(=O)OC)OC=C2C1=O (stereo unspecified) was read as Tau fluor cs -3%, aGal spleen mod -6%, ALDH1A1 inh 1%, Epigenetic derep -1.1% and aGlu spleen mod 0%.
Screening Cc1nn(-c2ccccc2)c(Cl)c1C(=O)Nc1ccc(N2CCOCC2)cc1 returned Tau fluor cs -17%, GAA glycogen 7%, aGal spleen mod -6%, GAA inhib -1%, ALDH1A1 inh -3%, Epigenetic derep -5.4%, aGlu spleen mod -21% and NPSR antagonist -4%.
`COc1cccc(NC(=O)Cc2nc(-c3ccccc3)sc2-c2ccc(C)cc2)c1` gave Tau fluor cs inconclusive, GAA glycogen 3%, aGal spleen mod 1%, GAA inhib -4%, ALDH1A1 inh 25µM*, Epigenetic derep 0.1%, aGlu spleen mod -1% and NPSR antagonist -30%.
For CCn1c(=N)c(S(=O)(=O)c2ccccc2)cc2c(=O)n3ccccc3nc21 the results were Tau fluor cs 10%, GAA glycogen -8%, aGal spleen mod -2%, GAA inhib 6%, ALDH1A1 inh inconclusive, Epigenetic derep 0.5%, aGlu spleen mod 4% and NPSR antagonist 8%.
For O=C(Nc1cccnc1)C12CC3CC(CC(C3)C1)C2 the results were Tau fluor cs 0%, GAA glycogen 5%, aGal spleen mod -2%, GAA inhib 13%, ALDH1A1 inh 1%, Epigenetic derep 1.1%, aGlu spleen mod 2% and NPSR antagonist 0%.

At a glance, two of the compounds above:
For CCn1c(=N)c(S(=O)(=O)c2ccccc2)cc2c(=O)n3ccccc3nc21 the results were Tau fluor cs 10%, GAA glycogen -8%, aGal spleen mod -2%, GAA inhib 6%, ALDH1A1 inh inconclusive, Epigenetic derep 0.5%, aGlu spleen mod 4% and NPSR antagonist 8%.
For O=C(Nc1cccnc1)C12CC3CC(CC(C3)C1)C2 the results were Tau fluor cs 0%, GAA glycogen 5%, aGal spleen mod -2%, GAA inhib 13%, ALDH1A1 inh 1%, Epigenetic derep 1.1%, aGlu spleen mod 2% and NPSR antagonist 0%.

Following part
For COc1cc(-c2nnc(NC(=O)c3ccc(S(=O)(=O)N4CCOCC4)cc3)o2)cc(OC)c1OC the results were Tau fluor cs 3%, GAA glycogen 0%, aGal spleen mod 6%, GAA inhib -12%, ALDH1A1 inh -2%, Epigenetic derep 9.1%, aGlu spleen mod 2% and NPSR antagonist -5%.
CCOC(=O)CNc1c(-c2ccc(O)cc2)nc2ccc(Cl)cn12 was read as Tau fluor cs -28%, GAA glycogen 22µM*, aGal spleen mod 1%, GAA inhib 9%, ALDH1A1 inh 7.1µM*, Epigenetic derep -0.1%, aGlu spleen mod -7% and NPSR antagonist -14%[46.1 µM].
CCOc1nc(-c2ccc(Cl)cc2)nc2ccccc12 was read as Tau fluor cs -6%, GAA glycogen 1%, aGal spleen mod -3%, GAA inhib 5%, ALDH1A1 inh 0%, Epigenetic derep 0.9%, aGlu spleen mod -6% and NPSR antagonist -1%.
O=C(C(NS(=O)(=O)c1cccc2nsnc12)c1ccccc1)N1CCN(c2ccccn2)CC1 (stereo unspecified) was read as Tau fluor cs -14%, GAA glycogen -9%, aGal spleen mod 1%, GAA inhib -1%, ALDH1A1 inh -14%, Epigenetic derep 0.0%, aGlu spleen mod -5% and NPSR antagonist -28%[46.1 µM].
CS(=O)(=O)c1ccc2nc(NC(=O)C3CCCCC3)sc2c1 was read as Tau fluor cs -2%, GAA glycogen 6%, aGal spleen mod 1%, GAA inhib 0%, ALDH1A1 inh -3%, Epigenetic derep -0.8%, aGlu spleen mod 4% and NPSR antagonist -15%[46.1 µM].
O=C(CSC1=NCCS1)Nc1ccnc2ccccc12 was read as Tau fluor cs 7%, GAA glycogen -2%, aGal spleen mod 0%, GAA inhib -2%, ALDH1A1 inh 3%, Epigenetic derep 0.0%, aGlu spleen mod -2% and NPSR antagonist -3%[46.1 µM].
O=C(CN1C(=O)C2C3CCC(C3)C2C1=O)OCC(=O)c1cccc([N+](=O)[O-])c1 (stereo unspecified) was read as Tau fluor cs -14%, GAA glycogen 10%, aGal spleen mod -6%, GAA inhib -2%, ALDH1A1 inh -15%, Epigenetic derep 0.0%, aGlu spleen mod -7% and NPSR antagonist 15%.
`CC(C)c1ccc2[nH]c(O)c(N=NC(=S)NCCc3ccccc3)c2c1` gave Tau fluor cs inconclusive, GAA glycogen 0%, aGal spleen mod 1%, GAA inhib 1%, ALDH1A1 inh 8%, Epigenetic derep -0.9%, aGlu spleen mod -6% and NPSR antagonist -15%[46.1 µM].
Screening C/C(=N\Nc1ccccc1Cl)c1ccc(-n2ccnc2)cc1 returned Tau fluor cs -16%, GAA glycogen inconclusive, aGal spleen mod -2%, GAA inhib -10%, ALDH1A1 inh inconclusive, Epigenetic derep 2.4%, aGlu spleen mod 0% and NPSR antagonist -19%.
For O=C(COc1ccccc1[N+](=O)[O-])N/N=C/c1cccc(OC(=O)c2ccc3c(c2)OCO3)c1 the results were Tau fluor cs inconclusive, GAA glycogen -3%, aGal spleen mod 2%, GAA inhib -4%, ALDH1A1 inh 0%, Epigenetic derep 0.0%, aGlu spleen mod 0% and NPSR antagonist 14%.
For CCOC(=O)Cn1c(S(=O)(=O)Cc2ccccc2)nc2ccccc21 the results were Tau fluor cs -7%, GAA glycogen -6%, aGal spleen mod -1%, GAA inhib -12%, ALDH1A1 inh -7%, Epigenetic derep -1.0%, aGlu spleen mod -6% and NPSR antagonist 0%.
For O=C(CNC(=O)C12CC3CC(CC(C3)C1)C2)N/N=C\c1ccccn1 the results were Tau fluor cs 4%, GAA glycogen 3%, aGal spleen mod -2%, GAA inhib 6%, ALDH1A1 inh 5%, Epigenetic derep 0.1%, aGlu spleen mod -1% and NPSR antagonist 10%.
`COc1cc(/C=C2\SC(=S)N(C(C(=O)O)c3ccccc3)C2=O)ccc1O` (stereo unspecified) gave Tau fluor cs -10%, GAA glycogen -16%, aGal spleen mod 1%, Epigenetic derep -0.3%, aGlu spleen mod 0% and NPSR antagonist -5%.
For CC(OCCN1CCCC1)(c1ccc(F)cc1)c1ccc(F)cc1 the results were Tau fluor cs -1%, GAA glycogen 0%, aGal spleen mod -3%, GAA inhib -2%, ALDH1A1 inh 19%, Epigenetic derep 0.1%, aGlu spleen mod -5% and NPSR antagonist 7%.
`COc1ccc(/C=C2\N=C(SC)SC2=O)cc1OC` gave Tau fluor cs -12%, GAA glycogen 14%, aGal spleen mod -1%, GAA inhib -13%, ALDH1A1 inh 2%, Epigenetic derep -1.1%, aGlu spleen mod -1% and NPSR antagonist -7%[46.1 µM].
Screening Cn1c(=O)c2c(nc(Sc3ncccn3)n2Cc2ccccc2Cl)n(C)c1=O returned Tau fluor cs 7%, GAA glycogen 4%, aGal spleen mod 3%, GAA inhib -9%, ALDH1A1 inh inconclusive, Epigenetic derep -1.9%, aGlu spleen mod 7% and NPSR antagonist -24%[46.1 µM].
O=C(O)c1ccc(Nc2ncc([N+](=O)[O-])cc2[N+](=O)[O-])cc1 was read as Tau fluor cs 4%, GAA glycogen 24%, aGal spleen mod 4%, GAA inhib 8%, ALDH1A1 inh -11%, Epigenetic derep -2.0%, aGlu spleen mod 10% and NPSR antagonist 0%.
`CC1CCN(C(=O)CN(C2CCCCC2)S(C)(=O)=O)CC1` gave Tau fluor cs -1%, GAA glycogen -2%, aGal spleen mod 2%, GAA inhib 0%, ALDH1A1 inh -33%, Epigenetic derep 0.2%, aGlu spleen mod 5% and NPSR antagonist -4%[46.1 µM].
Screening C[N+]1(CCOC(=O)C2(c3ccccc3)CCCC2)CCCCC1 returned Tau fluor cs -7%, GAA glycogen 2%, aGal spleen mod -3%, GAA inhib 0%, ALDH1A1 inh 8%, Epigenetic derep -4.1%, aGlu spleen mod 4% and NPSR antagonist 5%.

Compound activity from PubChem.
